# Polio RdRp inh = poliovirus RdRp elongation inhibitors, primary screen, biochemical, fluorescence polarization, total intensity; poliovirus polymerase elongation; stronger effect = lower value; % elongation, % (compound at 16.7 µg/mL); Genome polyprotein (Poliovirus type 1 (strain Mahoney)), P03300; 0.66% of 150,000 active; in the data active = % elongation below about 90%; note: some results filed as inactive read as strong as hits
# Target sequence (P03300 1749-2209 limits assumed): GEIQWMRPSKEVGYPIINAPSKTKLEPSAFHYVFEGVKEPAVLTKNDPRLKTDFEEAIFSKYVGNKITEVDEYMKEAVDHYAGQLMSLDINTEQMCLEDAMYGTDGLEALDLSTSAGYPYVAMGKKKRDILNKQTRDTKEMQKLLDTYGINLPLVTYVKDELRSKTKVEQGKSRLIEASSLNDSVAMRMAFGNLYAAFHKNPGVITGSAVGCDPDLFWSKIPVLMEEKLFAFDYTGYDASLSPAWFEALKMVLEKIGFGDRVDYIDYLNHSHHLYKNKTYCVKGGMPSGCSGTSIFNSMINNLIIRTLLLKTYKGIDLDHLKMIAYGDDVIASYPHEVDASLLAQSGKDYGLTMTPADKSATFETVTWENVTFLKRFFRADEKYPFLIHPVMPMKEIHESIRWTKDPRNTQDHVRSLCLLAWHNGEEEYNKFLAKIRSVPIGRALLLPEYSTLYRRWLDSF
# Polio RdRp inh FP z-score = also measured in Polio RdRp inh; calls as there; z-score; measured here: FP z-score; hits read low
# The depositor's hits bear a star; & = joins results of further samples. A portion of the library; count on the stated rates, not on these rows.
Structure	Polio RdRp inh FP z-score	Polio RdRp inh
CCC(Sc1nc2cc(OC)c(OC)cc2c2nc(C)nn12)C(=O)NCc1ccc(C)cc1 (centres undefined)	0	102
Cc1ccc(-c2nc3ccccc3[nH]2)cc1N	-0.9	99
Cc1ccc(NC(=O)CCS(=O)(=O)c2ccc3nc(C)sc3c2)cc1	-1	98
Cc1ccc(-n2nc(C)c3c(C)c(CCC(=O)NC(C)c4ccccc4)c(C)nc32)cc1 (centres undefined)	-0.7	105
Cc1csc2nc(COC(=O)c3ccccc3NC(=O)c3ccc(C(C)(C)C)cc3)cc(=O)n12	0.1	107
O=C(Cn1[nH]c(=O)c2ccccc2c1=O)NCCCSc1ccc(F)cc1	-0.1	101
COc1ccc(-c2csc(C)n2)cc1OC	0	101
COc1ccc(Cn2c(SCc3ccc(C(=O)NCc4cccs4)cc3)nc3cccnc32)cc1	0.5	112
c1cc(CNc2ccc(N3CCCC3)cc2)ccn1	-0.9	99
O=C(CSc1ccc(-c2ccncc2)nn1)NCC1CCCO1 (centres undefined)	1.1	104
CCc1nn(CC(=O)NCCc2ccc(OC)cc2OC)c(=O)c2cc3c(OC)cccc3n12	-0.9	103
O=C1CC2(CCCCC2)Oc2ccc(O)cc21	-0.8	98

# Later entries:
Structure	Polio RdRp inh FP z-score	Polio RdRp inh
CCCc1cc(=O)[nH]c(SC(C)C(=O)c2ccccc2)n1 (centres undefined)	-0.2	101
COC(=O)CSc1nc(-c2ccccc2)cc(C)c1C#N	-0.9	99
Cc1ccc(C)c(N2CCN(C(=O)C3CCN(c4nc(-c5ccc(C(C)C)cc5)no4)CC3)CC2)c1	-0.2	107
CCCCOc1ccc(C(=O)NCCc2csc3nc(-c4ccccc4F)nn23)cc1	0.3	108
COc1ccc(C2CC(=O)c3cnc(Nc4ccccc4OC)nc3C2)cc1 (centres undefined)	0.1	102
COCc1cc(=O)[nH]c(Sc2c(-c3ccccc3)c3ccc(Cl)cc3[nH]c2=O)n1	0.2	102
O=C(OCc1cc(=O)n2nc(C3CC3)sc2n1)c1ccc(F)cc1	-0.4	104
CCOc1ccc(NC(=O)Cn2c(CCC(=O)O)ccc2-c2ccc(Cl)cc2)cc1	1.2	112
O=c1c(N2CCc3ccccc3C2)csc2ccc(Cl)cc12	0.3	107
COC(=O)c1ccc(NC(=O)CCS(=O)(=O)c2ccc(Br)cc2)cc1	0.6	109
CCc1ccc(-n2c(N(C)Cc3ccccc3)nc3ccccc3c2=O)cc1	0.5	103
COc1ccc2nc3sc(C(=O)Nc4cc(Cl)c(OC)cc4OC)cc3cc2c1	0.4	113

# Other records follow:
Structure	Polio RdRp inh FP z-score	Polio RdRp inh
Cc1ccc(-c2ccc(C#N)c(=O)n2CC(=O)N2CCNC(=O)C2(C)C)cc1	-0.9	99
O=C1N/C(=N\S(=O)(=O)Cc2ccccc2)S/C1=C\c1ccco1	0	102
O=C(Cn1cnc2ccccc2c1=O)Nc1ccccc1	0.3	103
Cc1ccc2c(c1)C(c1ccc(F)cc1)N(C(=O)c1cccc(C(F)(F)F)c1)CC(=O)N2 (centres undefined)	-0.8	99
O=C(CSc1nc2ccccc2c(=O)n1-c1ccccc1)NC1CCCCC1	-0.9	99
O=C(c1ccncc1)N1CCN(C(=O)c2ccncc2)CC1	-0.2	101
COc1ccccc1NC(=O)N1CCN(c2ccc3nnc(-c4ccc(F)cc4)n3n2)CC1	0.5	106
CN(C(=O)CSc1nc2ccc(NC(=O)c3ccccc3)cc2s1)c1ccccc1	0.4	109
O=C(Nc1ccc(Cl)cc1F)c1oc(=O)c2ccccc2c1-c1ccccc1	0.5	111
C=CCN(C(=O)CSc1nnc(CC)n2c1cc1oc(C)cc12)c1ccccc1	-0.1	101
COc1ccc(CNc2nc(-c3cccs3)c(C#N)c(=O)n2C)cc1	0.3	105
O=C(COc1ccccc1)NCc1ccncc1	0.2	106

# Complete entries from above. Order of screens: Polio RdRp inh FP z-score	Polio RdRp inh
# Entry for CN(C(=O)CSc1nc2ccc(NC(=O)c3ccccc3)cc2s1)c1ccccc1 → 0.4	109
# Entry for COc1ccc(CNc2nc(-c3cccs3)c(C#N)c(=O)n2C)cc1 → 0.3	105
# Entry for O=C1N/C(=N\S(=O)(=O)Cc2ccccc2)S/C1=C\c1ccco1 → 0	102
# Entry for O=C(Cn1cnc2ccccc2c1=O)Nc1ccccc1 → 0.3	103

# (list continues)
Structure	Polio RdRp inh FP z-score	Polio RdRp inh
Cc1c(C)n(Cc2ccc(Cl)cc2)c2ccc(C(=O)N3CCN(c4ccccc4F)CC3)cc12	-0.5	104
CCNS(=O)(=O)c1ccc2c(c1)oc(=O)c1cc(S(=O)(=O)NCC)ccc12	1.9	108
CCSc1nc(-c2ccccc2OC)nc2c1Cc1c(CO)cnc(C)c1O2	-1	102
CS(=O)(=O)N1CCCc2cc(C(=O)N(CC(=O)Nc3ccccc3C(F)(F)F)Cc3ccco3)ccc21	-0.3	102
CC1CCCCN1c1nc2ccccc2n2cnnc12 (centres undefined)	0.1	102
Cn1cc(NC(=O)N2CCCc3ccccc32)c2ccccc2c1=O	-0.1	101
CCCNC(=O)Nc1ccc2nc(N3CCN(C)CC3)cc(C)c2c1	-0.6	99
O=C(/C=C/c1ccco1)N/C(=C\c1ccc2c(c1)OCO2)C(=O)N1CCCCCC1	0.8	104
CCOc1ccc(CCNC(=O)C2=C(C)C(=O)OC23CCC(C)CC3)cc1 (centres undefined)	0.1	102
CCc1nnc(NC(=O)CCc2cccs2)s1	-1.4	98
O=C(N/N=C\c1ccncc1)c1ccc(COCC(F)(F)F)cc1	0.4	102
CCOC(=O)C1=C(c2ccccc2)OC(N)=C(C#N)C1c1ccncc1 (centres undefined)	-0.6	100

# (more compounds)
Structure	Polio RdRp inh FP z-score	Polio RdRp inh
C[C@H]([C@H](C)N1CC(=O)NC(=O)C1)N1CC(=O)NC(=O)C1	-0.1&0	100&97
COc1cc(NC(=O)NCC2CCN(Cc3ccc(C)cc3)CC2)cc(OC)c1OC	0.7	111
Cc1[nH]c2ccccc2c1C(=O)C(C)OC(=O)C1CC1 (centres undefined)	0.6	106
COc1ccc(CNC(=O)CCCCCn2c(=O)[nH]c3ccccc3c2=O)cc1	0.8	111
O=C(Nc1ccccc1)Nc1ccccc1Sc1nccc(C(F)(F)F)n1	-0.5	101
CC(=O)N1CCc2cc(S(=O)(=O)NC(Cc3ccccc3)C(=O)Nc3ccc(Cl)cc3)ccc21 (centres undefined)	-0.8	98
COc1ccc(Cn2c(CNC(=O)Cc3cccc([N+](=O)[O-])c3)nc3cccnc32)cc1	0.7	111
CCN(CC)S(=O)(=O)c1cccc(C(=O)NN)c1	-0.2	100
CC(C)C(=O)c1cn(CC(=O)NCc2cccs2)c2ccccc12	-1	98
Cc1cc(C(=O)O/N=C/c2c(Cl)cccc2Cl)nn1C	-0.5	99
Cc1cc(=O)n(CC(=O)NC2CCCCC2)c2c1c(C)nn2-c1ccccc1	-0.4	100
O=C(NCCc1ccccn1)c1cc(Cl)ccc1Cl	-0.1	102

# Following part.
Structure	Polio RdRp inh FP z-score	Polio RdRp inh
COc1cc(C2N(c3cc(C)on3)C(=O)C3CCCN32)cc(OC)c1OC (centres undefined)	0.2	101
c1ccc(CSc2nc3ncccc3[nH]2)cc1	0.4	112
CCOc1ccccc1NC(=O)CCn1nc(C)c(S(=O)(=O)N2CCCCC2)c1C	-1.1	101
CCCN(CCC)S(=O)(=O)c1ccc(C(=O)O)cc1	0.4&-0.4	103&99
O=C(Cn1cc(S(=O)(=O)Cc2ccccc2)c2ccccc21)Nc1ccon1	0.8	105
CC1CCCCC1NC(=O)CSc1ccccc1 (centres undefined)	-0.5	99
CCOC(Cn1c(SCC(=O)Nc2cc(C)on2)nc2ccccc2c1=O)OCC	-0.2	100
O=C(CSc1nnnn1-c1ccc2c(c1)OCCO2)NC1CCCC1	-0.2	101
Cc1ccc2nc(SC(C)C(=O)N3CC(C)OC(C)C3)[nH]c2c1 (centres undefined)	0.2	106
Cc1ccc(O)c(CNc2cccc3cccnc23)c1	-2.2	98
COC(CN(C)C(=O)c1cc2c(s1)-c1ccccc1OC2)OC	0.3	102
Cc1ccc(-c2nn(-c3ccccc3)cc2C(=O)N2CCCc3ccccc32)o1	0.5	107

# (more compounds)
Structure	Polio RdRp inh FP z-score	Polio RdRp inh
COc1ccc(NC(=O)C2=C(C)Nc3c(C(=O)Nc4ccc(C)cc4)cnn3C2c2cccc(Cl)c2)cc1 (centres undefined)	0.2	107
Fc1ccc(F)c(Nc2c3c(nc4ccc(Cl)cc24)CCC3)c1	-1.6	101
COc1cccc(NC(=O)c2oc3ccccc3c2NC(=O)COc2ccccc2C)c1	-1.6	99
Cc1ccc(CSc2nc3ccc(C(=O)N4CCN(c5ccccc5)CC4)cc3n2C)cc1	0.9	103
O=S(=O)(/N=C(/NC(=S)OC1CCCCC1)c1ccccc1)c1ccccc1	0.6	104
COc1ccc(-c2cn3c(n2)sc2cc(C(=O)NCCCc4ccccc4)ccc23)cc1	1.1	111
Cc1cc(C(=O)NCC2COc3ccccc3O2)c2ccccc2n1 (centres undefined)	0.1	105
O=C(CSc1nnc(OC(=O)c2cccs2)n1C1CC1)c1ccc2c(c1)OCCO2	0.4	107
COc1cc(S(=O)(=O)N2CCN(c3cc(C)ccc3C)CC2)c(OC)cc1Cl	-0.4	100
Cc1oc(-c2ccccc2)nc1C(=O)Nc1ccccc1C(=O)NC1CC1	-0.6	100
Cc1ccc(CCNC(=O)C2CCN(c3nnc(-n4cccc4)s3)CC2)cc1	0.4	103
CCN1CCN(C(=O)C(c2ccccc2)c2ccccc2)CC1	-0.3	100

# Three entries already listed, arranged by length of the SMILES, smallest number first:
Structure	Polio RdRp inh FP z-score	Polio RdRp inh
Fc1ccc(F)c(Nc2c3c(nc4ccc(Cl)cc24)CCC3)c1	-1.6	101
O=C(CSc1nnc(OC(=O)c2cccs2)n1C1CC1)c1ccc2c(c1)OCCO2	0.4	107
COc1ccc(-c2cn3c(n2)sc2cc(C(=O)NCCCc4ccccc4)ccc23)cc1	1.1	111

# Further structures.
Structure	Polio RdRp inh FP z-score	Polio RdRp inh
CCn1c2ccccc2c2cc(CN3CCN(Cc4ccc(Cl)cc4)CC3)ccc21	0.4	105
CCOC(=O)c1c(C)[nH]c(C)c1S(=O)(=O)N1CCCC(C(=O)N2CCN(c3cccc(C)c3C)CC2)C1 (centres undefined)	-1.4	98
COC(=O)c1cc2sc(Cl)cc2n1CC(=O)Nc1cc(C)cc(C)c1	0.2	107
O=C(C1CCN(S(=O)(=O)Cc2ccccc2)CC1)N1CCN(c2ccc(F)cc2)CC1	1.2	114
Cc1cc(C)cc(Nc2nc3ccccc3n3cnnc23)c1	-0.4	104
COc1nsc(NN)c1C#N	0.2	106
Cc1ccc(C)c(NC(=O)CSC2=NC3C(=O)N(C)C(=O)N(C)C3N2C)c1 (centres undefined)	0.1	103
COc1ccccc1NC(=O)/C(C#N)=C/c1cn(C)c2ccccc12	0.4	104
COc1cccc(NC(=O)C2CCN(S(=O)(=O)c3ccc4[nH]c5c(c4c3)CCCCC5)CC2)c1	1.4	114
CC1Cn2cc(C(=O)Nc3cccc(F)c3)c(=O)c3c(Cl)ccc(c32)O1 (centres undefined)	-0.1	102
Cc1cc(C)n(C2CC(=O)N(N(C)C)C2=O)n1 (centres undefined)	0.1	102
O=C1COc2ccc(-c3cc(-c4ccc(Cl)cc4)c4c(n3)-c3ccccc3OC4)cc2N1	0.8	108

# Remaining list, next part
Structure	Polio RdRp inh FP z-score	Polio RdRp inh
Cc1nn(Cc2ccccc2Cl)c2sc(C(=O)NC3CC3)cc12	0.1	102
O=C(NCc1cccs1)c1cc(-c2ccccc2)oc1C(F)(F)F	0.4	104
O=C1c2ccccc2C(=O)N1COc1cccc2cccnc12	0.5	103
CC1CCN(S(=O)(=O)c2cc(Br)ccc2Br)CC1	-0.2	101
CCCSc1ncc(Cl)c(C(=O)Nc2sc(C(C)=O)c(C)c2C(=O)OCC)n1	0.4	108
O=C(CC1CCCC1)NC12CC3CC(CC(C3)C1)C2	0.5	103
Cc1nn2c(=O)cc(COc3ccc(/C=C(\C#N)C(=O)Nc4ccccc4C)cc3)nc2s1	-0.8	104
CCc1cccc2c(C(=O)CSc3nnnn3C3CCCC3)c[nH]c12	0.3	105
O=c1[nH]c2cc(C(F)(F)F)ccc2n(Cc2ccccc2)c1=O	-1.4	90
Cc1cc(C)c(C)c(S(=O)(=O)N2CCNCC2)c1C	0.2	102
CCCNc1c(NC(=O)c2ccc3c(c2)OCO3)c(=O)oc2ccccc12	0	101
COC(=O)c1ccc(NC(=O)CC2C(=O)N(c3ccc(Cl)cc3)C(=O)N2Cc2cccs2)cc1 (centres undefined)	0.7	110

# More entries.
Structure	Polio RdRp inh FP z-score	Polio RdRp inh
CSc1nc(-c2ccccc2)ccc1C(N)=O	0	100
CCOc1ccc(-n2c(SCC(=O)Nc3ccc(F)cc3)nc3c([nH]c4ccccc43)c2=O)cc1	-0.3	106
CC(C)Sc1ccc2nnc(-c3cccnc3)n2n1	0	102
O=C(Cc1ccc(-c2ccccc2)cc1)NCCS(=O)(=O)N1CCN(c2ccccc2F)CC1	0.7	110
CC(=O)N(Cc1nc(-c2ccccc2)no1)C1CCCCC1	-0.6	99
CCOC(=O)C1CCN(/C=C(\C#N)S(=O)(=O)C(C)(C)C)CC1	0.6	107
CSC1=NN1c1cc(C)nc(N)n1	0.2	102
C=CCNc1nc(-c2cc(C)n(C3CC3)c2C)cs1	0.2	104
N#Cc1ccc(C(=O)OC2CCCC2)cc1	-0.3	101
COc1ccccc1CNN	0.7	104
COC(=O)CCS(=O)(=O)c1ccc(C)cc1	1.3	103
COc1ccc(CCNC(=O)c2ccc(Cn3c(SCc4ccccc4)nc4cccnc43)cc2)cc1	0.3	111
CC1=NN(c2ccc(C(=O)O)cc2)C(=O)CC1	1.4	105
CCOC(=O)c1c(NC(=O)CSc2nnnn2C)sc(C(=O)N(C)C)c1C	0.2	108
CCOC(=O)COc1cc2c3c(c(=O)oc2cc1C)CCCC3	-0.2	100

# High-throughput results deposited in PubChem by ICCB-Longwood Screening Facility, Harvard Medical School.
